Large T inhibition – TAg ATPase/helicase activity blockers – biochemical (AID 1903); SV40 large T antigen ATPase/helicase inhibition assay; higher % means a stronger effect; one-dose inhibition, % at 20 µM; IC50 in µM for titrated hits; actives 0.39% (n = 310,000); in the data active means a potency from the dose series; further: strong numbers were not always called active
NTR1 ag – agonists of NTR1, primary screen, imaging, U2OS cells, beta-arrestin-GFP, high content (AID 493036) | NTR1-U2OS beta-arrestin-GFP spot imaging, agonist mode | activation, % at 20 µM | actives 0.17% (n = 330,000);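 active means activation at or above 40% of the spot to cytoplasm intensity ratio, with at least 20 cells analyzed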;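 further: 0% = DMSO without peptide and 100% = 100 nM NTR1 peptide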
Target sequence (P30989 whole entry, looked up): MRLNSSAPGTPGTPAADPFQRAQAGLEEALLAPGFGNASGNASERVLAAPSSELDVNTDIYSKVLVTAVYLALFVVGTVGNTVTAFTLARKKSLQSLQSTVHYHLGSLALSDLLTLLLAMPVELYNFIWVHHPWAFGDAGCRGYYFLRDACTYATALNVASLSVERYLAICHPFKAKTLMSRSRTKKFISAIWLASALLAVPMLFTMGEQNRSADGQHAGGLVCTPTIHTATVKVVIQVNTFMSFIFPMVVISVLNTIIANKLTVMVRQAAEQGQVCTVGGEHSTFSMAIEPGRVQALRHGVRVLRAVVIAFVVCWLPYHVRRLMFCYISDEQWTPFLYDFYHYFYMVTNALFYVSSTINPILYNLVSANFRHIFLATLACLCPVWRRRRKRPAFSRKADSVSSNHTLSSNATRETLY
Lipid droplet – hepatic lipid droplet formation modulation; inhibition, % at 6.5 µM; AML12 mouse hepatocytes, oleate lipid droplets, BODIPY imaging; actives 0.4% (n = 240,000); AID 1656;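 active means lipid droplet intensity inhibited by at least 50%, with more than 500 cells counted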
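Assay system: AML12 mouse liver cells | Compound: 6.5 µM single-point dosing | Schedule: Overnight exposure | Technique: Fluorescence imaging, 20x objective, two fields per well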
LYP phosphatase – inhibitors of LYP phosphatase, biochemical, fluorescence intensity, uHTS (AID 1779); recombinant LYP phosphatase, fluorescence intensity; higher % means a stronger effect; inhibition, % at 11.5 µM; hits with a dose series show IC50 in µM; actives 0.054% (n = 290,000); in the data active means inhibition above about 50%;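 further: plate controls were vehicle with enzyme for no effect and no enzyme for full effect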
GPR55 LPI antagonism – inhibition of LPI-stimulated GPR55 beta-arrestin translocation – imaging, U2OS, beta-arrestin-GFP, LPI agonist, primary screen (AID 2013) | U2OS GPR55 beta-arrestin-GFP translocation imaging, LPI antagonism; higher % means a stronger effect | inhibition, % at 10 µM, or IC50 in µM where a hit was titrated | actives 0.13% (n = 290,000);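 active means spots per cell inhibited over 60%, with over 100 cells counted and total cytoplasm intensity under 500,000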;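 further: U2OS cells stably carrying GPR55 and arrestin-GFP stimulated by 5 µM LPI near EC80; imaged beta-arrestin-GFP aggregate spots per cell after agonist stimulation; plate controls were LPI-stimulated DMSO wells for no effect and DMSO wells without LPI for full effect; some results filed as inactive read as strong as hits; confirmed hits need IC50 under 10 µM and bright autofluorescent wells are also inconclusive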
Rac1 GTP hydrolysis – MgcRacGAP GTPase-activating activity inhibitors, confirmation, biochemical, ADP Hunter fluorescence | inhibition, % at 30 µM, or IC50 in µM where a hit was titrated | MgcRacGAP-stimulated Rac1 GTP hydrolysis, ADP Hunter fluorescence; higher % means a stronger effect; GST-tagged Rac1 F28L mutant substrate | actives 0.6% (n = 340,000);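 active means first-screen hits whose inhibition reached a set limit at any dose in the follow-up dose series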;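 further: fluorescence reports GDP produced by GAP-driven GTP hydrolysis; strong numbers were not always called active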
GPR35 antagonists – inhibition of zaprinast-stimulated GPR35 beta-arrestin translocation – imaging, U2OS, beta-arrestin-GFP, zaprinast agonist, primary screen (AID 2058); U2OS GPR35 beta-arrestin-GFP translocation imaging, zaprinast antagonism; higher % means a stronger effect; inhibition, % at 10 µM, or IC50 in µM where a hit was titrated; actives 0.052% (n = 290,000);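 active means inhibition of at least 50% with at least 30 cells and total cytoplasm GFP at most 10,000,000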
T cell modulator – modulates CD8 T cell binding to vesicles | actives 0.068% (n = 330,000) | calls only at 7 µM | 2C CD8+ T cell-vesicle binding, flow cytometry; stronger effect = lower value;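 active means response, share of CD8 T cells binding vesicles, and their 90th percentile fluorescence all below set limits, cut at about 80% in these data, passing the limit was not always enough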
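Read-out – percent CD8+ FL2 mean versus row control · System – murine 2C transgenic CD8+ T lymphocytes · Times – 1.5 h cell–vesicle binding at 37 °C, then 20 min icy labelling · Control set – naked vesicles low, QL9 vesicles with vehicle high · Detection – cytometric PE anti-B7-1 and Alexa647 anti-CD8 signals after 1% paraformaldehyde fixation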
GPR55 beta-arrestin – selective activators of receptor GPR55 – imaging, U2OS cells, beta-arrestin-GFP redistribution, primary screen (AID 1961); U2OS GPR55 beta-arrestin-GFP redistribution imaging; higher % means a stronger effect; activation, % at 10 µM, or EC50 in µM where a hit was titrated; actives 0.048% (n = 290,000);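 active means activation above 40% with more than 50 cells counted in the well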;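 further: U2OS osteosarcoma cells stably expressing GPR55 and beta-arrestin-GFP; plate controls were DMSO negative control for no effect and LPI positive control for full effect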
Lipid droplet cells 6.5 µM – recorded beside Lipid droplet, whose call it bears; cell count; measured here: cell count, cytotoxicity flag;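 cells counted across two imaged fields per well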
T cell modulator vesicle-bound % – also measured in T cell modulator; calls as there; double positive events, %; measured here: CD8+ vesicle-bound cell fraction;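 binding gate set so that unloaded-vesicle control wells show 10% double positive cells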
NTR1 ag cell count 20 µM – recorded beside NTR1 ag, whose call it bears; cell count; measured here: cell count, cytotoxicity flag
* hit, by the source's call; i = inactive; . = no result given; + = active, no number. Random draw from the library, and some 1.8% of all compounds hit somewhere here.

No. | Structure | Large T inhibition | NTR1 ag | NTR1 ag cell count 20 µM | Lipid droplet | Lipid droplet cells 6.5 µM | LYP phosphatase
1 | O=C(CCc1nc2ccccc2c(=O)[nH]1)Nc1cccc(S(=O)(=O)N2CCCCC2)c1 | 3% | -1.0 | 63 | . | . | .
2 | Cc1ccc(NC(=O)CCC(=O)c2ccc(F)cc2)cc1Cl | 0% | -1.0 | 25 | . | . | -6%
3 | O=S(=O)(Nc1cccc(-c2nc3cccnc3s2)c1)c1cccs1 | 16% | 1.5 | 53 | -5 | 702 | -3%
4 | Cc1cc(C)n(-c2ccc(C(=O)Nc3cccc(S(=O)(=O)N4CCCC4)c3)cc2)n1 | 5% | 0.6 | 45 | 6 | 662 | -4%
5 | COc1ccc(OC)c(S(=O)(=O)N2CCCC2C(=O)N2CCc3ccccc3C2)c1 (centres undefined) | 5% | -1.0 | 54 | -43 | 795 | -9%
6 | Cc1cc(C(=O)Nc2cc(Br)ccc2O)on1 | 27% | 0.1 | 96 | 5 | 855 | -6%
7 | N#Cc1c(NC(=O)CSc2n[nH]c(Cc3ccccc3)n2)oc(-c2ccccc2)c1-c1ccccc1 | 3% | 4.1 | 60 | -13 | 773 | 0%
8 | Cc1cc(C(=O)N2CCN(c3ccccc3O)CC2)c(C)o1 | 14% | -1.6 | 45 | . | . | .
9 | Cc1cccc(-c2nnc(SCc3nc4ccccc4[nH]3)n2Cc2ccco2)c1 | 7% | -0.1 | 36 | . | . | -2%
10 | C/C(=N\O)c1ccccc1C(=O)O | -3% | -1.1 | 48 | . | . | -2%
11 | COc1cccc(C(=O)NC(=S)Nc2ccc3oc(=O)ccc3c2)c1 | 2% | -0.4 | 42 | -5 | 473 | -3%
12 | O=[N+]([O-])c1cccc(/C=C2\CCC(/C=N/Nc3ccc4ccccc4n3)=C2N2CCOCC2)c1 | 4% | 0.1 | 55 | 12 | 639 | 7%
13 | CCCc1nc(Cl)c(C#N)c2c1CCCC2 | 3% | 4.4 | 83 | -5 | 643 | -5%
14 | Cc1ccc(-c2cc(C(F)(F)F)n3ncc(C(=O)N4CCCc5ccccc54)c3n2)cc1 | 18% | 7.7 | 68 | 3 | 747 | -2%
15 | CC(C)N(CCO)C(=O)CCc1nnc(Cc2cccc(C(F)(F)F)c2)o1 | 12% | 2.4 | 61 | 16 | 664 | -8%

No. | GPR55 LPI antagonism | Rac1 GTP hydrolysis | GPR35 antagonists | T cell modulator | T cell modulator vesicle-bound % | GPR55 beta-arrestin
1 | . | 3% | . | i | 32 | .
2 | -1% | 13% | 17% | i | 50 | 0.2%
3 | 1% | 0% | -10% | i | 59 | -0.3%
4 | 10% | 3% | -16% | i | 45 | 0.9%
5 | -4% | 8% | -3% | i | 31 | 0.0%
6 | 4% | 3% | -5% | i | 10 | 0.0%
7 | -15% | 7% | -16% | i | 33 | -0.2%
8 | . | 3% | . | i | 33 | .
9 | 8% | 9% | 0% | i | 50 | -0.1%
10 | 32% | 7% | 4% | i | 14 | -0.1%
11 | 0% | 7% | -1% | i | 6 | -0.3%
12 | 0% | 0% | -5% | i | 51 | -0.2%
13 | 8% | -3% | 8% | i | 57 | 0.0%
14 | 20% | 4% | -10% | i | 11 | 0.7%
15 | -1% | 6% | -11% | i | 45 | -0.1%

Continued:
No. | Structure | Large T inhibition | NTR1 ag | NTR1 ag cell count 20 µM | Lipid droplet | Lipid droplet cells 6.5 µM | LYP phosphatase
16 | CCOc1ccc(S(=O)(=O)N2CCN(C(=O)c3cccn3C)CC2)cc1 | 0% | 0.6 | 60 | -23 | 674 | -5%
17 | COc1ccc(OC)c(-n2nnnc2SCC(=O)NCCc2ccccc2)c1 | -5% | 0.4 | 56 | . | . | 4%
18 | Cc1nc(-c2coc3c(CN(C)C)c(O)ccc3c2=O)cs1 | 3% | -0.3 | 42 | -15 | 806 | -13%
19 | Cc1cc(C)n(CC(=O)N2c3ccccc3Sc3ccccc32)n1 | 3% | -2.2 | 63 | -19 | 587 | 6%
20 | COc1ccc(NC(=O)COC(=O)Cc2c[nH]c3ccccc23)cc1OC | 2% | -1.1 | 57 | 0 | 686 | -5%
21 | O=c1/c(=C/c2ccc(CNS(=O)(=O)c3ccccc3)o2)sc2n1CCN=2 | 37% | -1.0 | 39 | . | . | 1%
22 | CN(C)C(=O)N1CCN(C(=O)c2ccccc2Sc2ccccc2C#N)CC1 | 3% | 0.5 | 38 | -8 | 655 | -6%
23 | CCOc1cc(/C=N/NC(N)=O)cc(Br)c1OCC(=O)Nc1ccccc1C | 6% | 3.6 | 50 | -6 | 559 | 1%
24 | Cn1cnnc1SCCNS(=O)(=O)c1cccc([N+](=O)[O-])c1 | 18% | 1.5 | 56 | -12 | 857 | 5%
25 | COc1ccc(C2c3[nH]c4ccccc4c3C[C@H]3C(=O)N(C)CC(=O)N23)cc1OC (some centres undefined) | 26% | -1.1 | 75 | . | . | -4%
26 | C/[N+]([O-])=C\c1cccc(OCCN2CCN(c3ncc(C(F)(F)F)cc3Cl)CC2)c1 | 28% | 2.2 | 73 | . | . | -2%
27 | CCOc1ccc(NC(=O)NC2CCCCCCC2)cc1 | 29% | 0.3 | 65 | -5 | 659 | -10%
28 | O=C(Cc1ccc(Cl)cc1)Nc1ccccc1N1CCN(C(=O)c2ccccc2)CC1 | 3% | 19 | 54 | -11 | 791 | -8%
29 | COc1cc2cc(C(c3nnnn3Cc3ccc(F)cc3)N3CCCCCC3)c(=O)[nH]c2cc1OC (centres undefined) | 20% | 1.3 | 85 | 2 | 720 | -1%
30 | S=C(Nc1ccccc1Cl)NC1CCC(NC(=S)Nc2ccccc2Cl)CC1 (centres undefined) | 7% | -0.1 | 70 | 22 | 716 | -6%

No. | GPR55 LPI antagonism | Rac1 GTP hydrolysis | GPR35 antagonists | T cell modulator | T cell modulator vesicle-bound % | GPR55 beta-arrestin
16 | -4% | 3% | -2% | i | 66 | -0.1%
17 | 5% | -5% | 10% | i | 11 | -0.1%
18 | -4% | -3% | 6% | i | 13 | 0.2%
19 | -1% | 5% | 3% | i | 8 | 0.3%
20 | -10% | 3% | -3% | i | 18 | 0.1%
21 | 15% | 27% | 1% | i | 34 | 0.2%
22 | -13% | 9% | -4% | i | 12 | -0.1%
23 | 5% | 8% | -16% | i | 9 | -0.4%
24 | 6% | 8% | 4% | i | 50 | 0.2%
25 | 6% | . | 7% | i | 16 | -0.1%
26 | -5% | 8% | 19% | i | 15 | 0.4%
27 | 8% | 9% | 5% | i | 33 | 0.2%
28 | 1% | 4% | -6% | i | 7 | 0.0%
29 | -20% | 1% | 10% | i | 50 | -0.1%
30 | -12% | 8% | -7% | i | 56 | -0.3%

In another format: results already given.
16: CCOc1ccc(S(=O)(=O)N2CCN(C(=O)c3cccn3C)CC2)cc1
17: COc1ccc(OC)c(-n2nnnc2SCC(=O)NCCc2ccccc2)c1

| compound no. | 16 | 17 |
| --- | --- | --- |
| Large T inhibition | 0% | -5% |
| NTR1 ag | 0.6 | 0.4 |
| NTR1 ag cell count 20 µM | 60 | 56 |
| Lipid droplet | -23 | . |
| Lipid droplet cells 6.5 µM | 674 | . |
| LYP phosphatase | -5% | 4% |
| GPR55 LPI antagonism | -4% | 5% |
| Rac1 GTP hydrolysis | 3% | -5% |
| GPR35 antagonists | -2% | 10% |
| T cell modulator | i | i |
| T cell modulator vesicle-bound % | 66 | 11 |
| GPR55 beta-arrestin | -0.1% | -0.1% |

Going on with the list:
No. | Structure | Large T inhibition | NTR1 ag | NTR1 ag cell count 20 µM | Lipid droplet | Lipid droplet cells 6.5 µM | LYP phosphatase
31 | OCCC#Cc1ccc(CN2CCN(Cc3ccsc3)C(CCO)C2)cc1 (centres undefined) | 5% | -1.3 | 107 | -3 | 704 | -12%
32 | O=[N+]([O-])c1cc(-c2ncccn2)cs1 | 6% | -1.1 | 77 | 19 | 699 | 4%
33 | CCCC(=N)C1=C(O)CC(CC(C)SCC)CC1=O (centres undefined) | 18% | 1.1 | 50 | . | . | 2%
34 | O=C(Nc1ccccc1C(F)(F)F)c1ncn[nH]1 | 23% | -0.4 | 67 | 1 | 614 | -8%
35 | Cc1ccccc1-c1cc2nc(C)c(C)c(=O)n2[nH]1 | 14% | 1.0 | 66 | . | . | -4%
36 | c1ccc(CSC2=NNC(c3ccccn3)S2)cc1 (centres undefined) | -3% | 5.3 | 48 | -37 | 515 | -8%
37 | COC(=O)c1cnn2c(C)c(Cc3cccc(F)c3)c(C)nc12 | 9% | -1.8 | 97 | -3 | 742 | -14%
38 | Cc1cc(OC(C)C(=O)NC2CC(C)(C)NC(C)(C)C2)c2c(C)cc(=O)oc2c1 (centres undefined) | -17% | 1.7 | 61 | 15 | 674 | -11%
39 | CC(CNC(=O)c1ccccc1Cl)c1ccccc1 (centres undefined) | 3% | 1.9 | 58 | 3 | 840 | 2%
40 | CCN(C(=O)COC(=O)CNC(=O)c1ccc(C)c(C)c1)C1CCS(=O)(=O)C1 (centres undefined) | 3% | -2.1 | 88 | 4 | 715 | -15%
41 | Cc1ccc(NC(=O)N2CCCC2C(=O)NCCc2ccccc2)cc1 (centres undefined) | 8% | . | . | . | . | -7%

No. | GPR55 LPI antagonism | Rac1 GTP hydrolysis | GPR35 antagonists | T cell modulator | T cell modulator vesicle-bound % | GPR55 beta-arrestin
31 | 10% | 2% | 14% | i | 52 | 0.0%
32 | 2% | 5% | -14% | i | 51 | -0.1%
33 | 4% | 3% | 5% | i | 50 | -0.2%
34 | 13% | -2% | 17% | i | 25 | -0.1%
35 | 1% | 12% | -19% | i | 59 | 0.3%
36 | 10% | 15% | 6% | + | 11* | -0.1%
37 | 15% | 4% | -11% | i | 39 | 0.3%
38 | -2% | -3% | 15% | i | 42 | 0.6%
39 | 3% | 8% | 0% | i | 52 | -0.3%
40 | 4% | -4% | -3% | i | 57 | 1.2%
41 | -8% | 7% | -7% | . | . | -0.1%

Screens deposited in PubChem BioAssay by several laboratories.
